Screens deposited in PubChem by National Center for Advancing Translational Sciences (NCATS).
BAZ2B block – qHTS Assay for Inhibitors of BAZ2B | 360,000 compounds, 4.4% hits | AlphaScreen BAZ2B-H3K14Ac peptide displacement | Bromodomain adjacent to zinc finger domain protein 2B (Homo sapiens), Q9UIF8 | AID 504333, 2011 | Potency, µM (titrated, usually from 114 µM), inactives show top-dose activity change, negative = inhibition, hits mostly inhibitors; also: potency is read from the fitted curve at half-maximal effect; % is scaled to controls: 0 for no effect and ±100 for the full control effect; nearly all actives have a fitted effect of over 60% in size
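AlphaScreen displacement: compounds (up to 110uM) incubated 30 min at room temperature with a preformed 50 nM BAZ2B/50 nM biotinylated H3K14Ac peptide complex in PBS pH 7.4 with Tween-20. Donor and acceptor beads at 10 ug/mL final added, 20 min light-protected before reading.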
PGK inhibitor – qHTS Assay to Find Inhibitors of Phosphoglycerate Kinase. 380,000 compounds, 0.043% hits. Phosphoglycerate kinase, glycosomal (Trypanosoma brucei brucei), P07378. AID 602233, 2012. Potency, µM (series often up to 57.5 µM), without a hit: at the highest dose activity change, negative = inhibition, actives largely listed as inhibitors. PGK/GAPDH coupled, Kinase-Glo luminescence, 60 min; also: potency is read from the fitted curve at half-maximal effect; % is scaled to controls: 0 for no effect and ±100 for the full control effect; nearly all actives have a fitted effect of over 60% in size
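Luminescent ATP detection (Kinase-Glo Plus) follows a 60-minute room-temperature incubation, with wells lacking PGK as controls. Buffer: 100 mM TEA (pH 7.6), 5 mM MgCl2, 0.01% Tween-20. Coupling enzyme GAPDH (100 nM final) supplies unstable 1,3-BPG in-well.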
GLS inh – qHTS for Inhibitors of Glutaminase (GLS) | AID 624170, 2012 | 410,000 compounds, 0.21% hits | GLS enzymatic activity, qHTS titration | Glutaminase kidney isoform, mitochondrial (Homo sapiens), O94925 | Potency, µM (doses to about 45.5 µM), for the others: at the top dose activity change, negative = inhibition, actives largely listed as inhibitors; also: potency is read from the fitted curve at half-maximal effect; % is scaled to controls: 0 for no effect and ±100 for the full control effect
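hKGA; 45 mM KH2PO4 pH 8.2 + 0.02% Tween-20; cpd via pin tool; 1 mM Gln soln; GluOx/HRP/Amplex Red; RT 30 min; fluor. t0 & final.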
Pin1 inhibitor – qHTS Assay to Find Inhibitors of Pin1. Potency, µM (doses to about 115 µM), for the others: top-dose activity, negative = inhibition, most hits filed as inhibitors. AID 504891, 2011. Peptidyl-prolyl cis-trans isomerase NIMA-interacting 1 (Homo sapiens), Q13526. Pin1 FP peptide displacement, HiFluor488, 10 min. 390,000 compounds, 0.009% hits; active = well fitted inhibition curve with a large enough effect in the polarisation, with a control signal flat, not every such curve was filed as active; inconclusive = small, poorly fitted or top-dose-only effect, or effect the other way, or a change in a side signal; inactive = no such curve, though single readings can be large or run the other way; the % refers to the polarisation; also: potency is read from the fitted curve at half-maximal effect; % is scaled to controls: 0 for no effect and ±100 for the full control effect
Target sequence (Q13526 whole entry, looked up): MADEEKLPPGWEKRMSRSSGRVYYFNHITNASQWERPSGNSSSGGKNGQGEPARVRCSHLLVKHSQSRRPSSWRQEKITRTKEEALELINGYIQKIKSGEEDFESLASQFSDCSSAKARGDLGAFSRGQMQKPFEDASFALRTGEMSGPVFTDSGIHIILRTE
G9a block – qHTS Assay for Inhibitors of Histone Lysine Methyltransferase G9a; Histone-lysine N-methyltransferase EHMT2 (Homo sapiens), Q96KQ7; 350,000 compounds, 8.8% hits; Potency, µM (doses to about 102 µM), inactives show at the top dose activity, negative = inhibition, hits mostly inhibitors; G9a H3K9 monomethylation, AlphaScreen, 2 h; AID 504332, 2011; also: potency is read from the fitted curve at half-maximal effect; % is scaled to controls: 0 for no effect and ±100 for the full control effect; nearly all actives have a fitted effect of over 75% in size
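Step 1: enzyme (final 20 nM) with compound, 15 min RT. Step 2: substrate peptide 500 nM and SAM 20 uM, 2 h RT. Step 3: anti-H3K9me1 antibody and AlphaScreen beads, 10 min, then plate read.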
PI4K2A block – qHTS for small molecular inhibitors of PI4K2A; Phosphatidylinositol 4-kinase type 2-alpha (Homo sapiens), Q9BTU6; purified PI4K2A, ADP-Glo luminescence, 1 h; stronger effect = lower value; activity change, negative = inhibition, % at 76.9 µM; 420,000 compounds, 0.13% hits; AID 1346378, 2018; in the data active = activity change below about -50%; inconclusive = mostly about -30% to -49%;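 also: -100% = wells without enzyme as full effect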
Target sequence (Q9BTU6 whole entry, looked up): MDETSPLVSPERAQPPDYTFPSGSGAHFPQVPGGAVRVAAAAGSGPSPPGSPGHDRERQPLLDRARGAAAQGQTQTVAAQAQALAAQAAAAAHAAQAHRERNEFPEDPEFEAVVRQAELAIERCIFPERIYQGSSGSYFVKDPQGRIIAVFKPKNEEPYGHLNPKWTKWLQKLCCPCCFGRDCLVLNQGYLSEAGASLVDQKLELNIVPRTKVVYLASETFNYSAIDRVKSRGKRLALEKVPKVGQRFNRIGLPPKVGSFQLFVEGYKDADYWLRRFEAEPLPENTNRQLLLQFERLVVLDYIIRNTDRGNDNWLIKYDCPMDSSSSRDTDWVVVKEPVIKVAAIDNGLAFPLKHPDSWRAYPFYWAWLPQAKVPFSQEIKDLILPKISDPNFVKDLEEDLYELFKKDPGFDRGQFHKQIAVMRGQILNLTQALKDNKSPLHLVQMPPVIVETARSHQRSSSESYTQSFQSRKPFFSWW
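ADP-Glo luminescence measured ADP generated by PI4K2A enzyme (4 ug/mL before mixing) with 1.2 mM PI substrate (pre-mix) and 300 microM ATP (pre-mix). Tris pH7.5 buffer with MgCl2, Triton X-100; 1 h reaction at ambient temperature.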
ERG Ets-DNA blk – qHTS for Small Molecule Inhibitors of the ERG Ets/DNA interaction; Potency, µM (top dose mostly 76.9 µM), for the others: at the highest dose FP activity, negative = inhibition, hits mostly inhibitors; 370,000 compounds, 0.028% hits; fluorescence polarization, His-ERG Ets domain / labelled DNA; AID 624246, 2012; active = well fitted inhibition curve with a large enough effect in the polarisation, with a control signal flat; inconclusive = small, poorly fitted or top-dose-only effect, or effect the other way, or a change in a side signal; inactive = no such curve, though single readings can be large or run the other way; the % refers to the polarisation;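 also: polarization taken with two DNA probes labelled with fluorescein and Texas red; potency is read from the fitted curve at half-maximal effect; % of control where 0% means no effect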
Target sequence (P11308 whole entry, looked up, the tested form may be a part): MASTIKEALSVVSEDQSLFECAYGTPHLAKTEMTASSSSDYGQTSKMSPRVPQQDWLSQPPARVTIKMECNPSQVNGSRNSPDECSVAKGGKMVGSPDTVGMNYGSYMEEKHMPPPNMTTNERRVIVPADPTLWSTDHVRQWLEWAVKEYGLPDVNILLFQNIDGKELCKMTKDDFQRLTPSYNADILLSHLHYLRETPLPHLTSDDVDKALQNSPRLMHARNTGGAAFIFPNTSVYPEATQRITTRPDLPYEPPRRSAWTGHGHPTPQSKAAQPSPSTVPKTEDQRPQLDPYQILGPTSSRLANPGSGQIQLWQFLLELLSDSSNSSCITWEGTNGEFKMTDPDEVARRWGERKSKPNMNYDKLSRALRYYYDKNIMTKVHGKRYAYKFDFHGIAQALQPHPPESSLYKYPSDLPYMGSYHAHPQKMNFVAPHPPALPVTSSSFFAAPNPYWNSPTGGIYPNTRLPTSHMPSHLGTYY
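His-tagged ERG Ets domain (1 uM in the protein solution; 300mM KCl, 50mM Tris-HCl, 1mM EDTA, 1mM DTT, pH 7.5) received compound, then a probe mix of 5 nM fluorescein-DNA and 100nM Texas-615-DNA. Fluorescence polarization was read for both dyes.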
JMJD2A Tudor inh – qHTS Assay for Inhibitors of JMJD2A-Tudor Domain | Lysine-specific demethylase 4A (Homo sapiens), O75164 | AlphaScreen JMJD2A-Tudor / H3K4me3 peptide binding | AID 504339, 2011 | Potency, µM (series often up to 114 µM), without a hit: at the top dose activity change, negative = inhibition, hits mostly inhibitors | 390,000 compounds, 4.4% hits; also: potency is read from the fitted curve at half-maximal effect; % is scaled to controls: 0 for no effect and ±100 for the full control effect; nearly all actives have a fitted effect of over 50% in size
HP1b binding inh – HTS for Inhibitors of HP1-beta Chromodomain Interactions with Methylated Histone Tails. Potency, µM (doses to about 114 µM), without a hit: at the highest dose activity change, negative = inhibition, most hits filed as inhibitors. AlphaScreen HP1-beta / biotin-H3K9me3 peptide binding. 390,000 compounds, 0.56% hits. Chromobox protein homolog 1 (Homo sapiens), P83916; also: potency is read from the fitted curve at half-maximal effect; nearly all actives have a fitted effect of over 70% in size; inactives centre near 23
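Compound inhibition of the preformed complex between 50 nM HP1-beta and 50 nM biotinylated H3K9me3 peptide was read by AlphaScreen. Buffer was PBS pH 7.4 with 0.01% Tween-20. Incubations ran 30 min at room temperature, with 10 ug/mL donor/acceptor beads.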
* marks the source's active call; other numbers are inactive results; i = inactive; ? = inconclusive; . = not tested or not shown; & = joins results of further samples; ! = not active in a repeat; [ ] = another dose, or the depositor's remark. Unless noted, calls follow the shape of the dose curve; as a rule, active = well fitted curve in the direction sought with a large enough effect; inconclusive = small, poorly fitted or top-dose-only effect, or another doubt; inactive = no such curve, though single readings can be large; an effect the other way counts as inactive or inconclusive. Only part of the results is shown; the hit share may differ from the screen's.

SMILES	BAZ2B block	PGK inhibitor	GLS inh	Pin1 inhibitor	G9a block	PI4K2A block	ERG Ets-DNA blk	JMJD2A Tudor inh	HP1b binding inh
Cc1cc(/C=C2\C(=O)NC(=O)N(Cc3ccccc3)C2=O)c(C)n1C1CC1	-14%	-11%	2%	?	.	0	-9%	?	16%
Cn1cc(CCC(=O)N2CCC3(CC2)OCCO3)c2ccccc21	-24%	1%	5%	2%	-33%	-1	-6%	-11%	0%
COc1cccc(O)c1CN1CCCC(C(=O)c2ccccc2SC)C1 (stereo not drawn)	?	-6%	-3%	-2%	.	3	1%	-18%[57.1 µM]	-14%
NCCCP(=O)(O)CCc1ccccc1	11%	2%	14%	-2%	?	0	.	-21%	1%
O=C(Nc1nc2nc(-c3ccccc3)cc(=O)n2[nH]1)c1ccccc1	-30%	i	8%	-8%	?	-2	-12%	?	26%
COc1ccc2c3c1OC1C(=O)CC[C@@]4(O)[C@@H](C2)N(C)CC[C@]314 (stereo partly drawn)	.	1%	-3%	3%	.	-4	8%	-5%	57%[activator]
CCCCCCn1c(O)c(C=Nc2ccccc2N2CCOCC2)c(=O)[nH]c1=S	-13%	-1%	-1%	?	-38%	4	-18%	-7%	59%[activator]
CCOc1ccccc1NC(=O)CCn1cccc1	.	-2%	9%	-21%	?	8	10%	-17%	8%
Cc1c(C)n(O)c2ccc3nonc3c12	-13%	4%	-8%	-11%	?	-3	1%	-14%	14%
CCOC(=O)c1nc2ccccc2c(=O)n1-c1cccc(C)c1	-6%	i	0%	-3%	-2%[12.7 µM]	11	4%	-11%	45%[activator]
COc1ccc(CN(CCc2c[nH]c3ccccc23)Cc2ccc(OC)cc2)cc1	.	-3%	15%	1%	.	-7	.	?	?
OCc1cnc[nH]1	-24%	i	6%	-5%	12µM*!	1&3	-2%	?	10%
COC(=O)C1=C(c2c(C)noc2C)C[C@@H]2CC[C@H]1N2C(=O)NCCOc1ccccc1	-5%	-1%	1%	0%	2%[2.33 µM]	-2	-12%	-15%	26%
Clc1cccc(C2NCc3ccccc3-n3cccc32)c1 (stereo not drawn)	-34%	-9%	66%[activator]	3%	-6%	3	-8%	-6%[11.4 µM]	-21%
COc1ccc(CCNCc2ccncc2)cc1OC	50µM*	.	3%	-16%	2.5µM*	0	.	11µM*	?
Oc1ccc(Br)cc1CN1CCN(c2ccccc2)CC1	-6%	-3%	23%	1%	-20%[12.7 µM]	2	10%	-18%	40%
NC(=O)c1ccc(N)nc1	.	-2%	1%	-3%	-12%[2.33 µM]	7	-1%	-16%	40%[activator]
CCOC(=O)c1c(-c2ccccc2)oc2ccc(OC(=O)N(C)C)cc12	44%[activator]	-2%	-5%	?	6%[12.7 µM]	2	-3%	37%[activator]	88%
CC(C)n1c(O)c(C=NCc2cccnc2)c(=O)[nH]c1=S	-8%	-11%	2%	5%	-5%	-1	58%[activator]	-7%	47%[activator]
CN(C)c1ccc(C=C2C(=O)NC(=S)NC2=O)cc1	.	-3%	116%[activator]	-10%	.	-5	0%	50µM*	-3%
C/C(=N\N1CCN(C)CC1)c1c(O)n(Cc2ccccc2)c(=O)[nH]c1=O	-19%	i	3%	-1%	1%[59 µM]	-2	-11%	-14%	19%
CC(C)(C)C(=O)OC1=CN(Cc2ccccc2)S(=O)(=O)c2ccccc21	5%	-16%	0%	-5%	23%[59 µM]	1	3%	14%	71%[activator]
C[C@@H]1NCCc2cc(O)c(O)cc21	-4%	9%	-22%	?	1.8µM*	1	-1%	20µM*	?
S=P(N1CCOCC1)(N1CC1)N1CC1	.	-5%	0%	2%	.	-1	-1%	-18%	-7%
COC(=O)C1=C(c2ccc3ccccc3c2)C[C@@H]2CC[C@H]1N2C(=O)NCc1ccc(F)cc1	16%	-10%	-9%	14%	8%[2.33 µM]	3	-9%	-15%	38%
COc1ccc(-n2c(-c3ccc(C)cc3)nc3ccccc3c2=O)cc1	-16%	-7%	-18%	6%	9%	2	-14%	-9%	13%
S=c1[nH]nc(-c2ccn[nH]2)n1-c1ccccc1Cl	50µM*	2%	14%	2%	3.2µM*	-3	3%	20µM*	?
Cc1nc(CCl)cc(=O)[nH]1	-7%	-8%	0%	15%	?	4	25%	-15%	50%[activator]
CCN(CC)C(=O)c1ccc(NC(=O)CCCSc2ccccc2)cc1	-15%	-3%	5%	-6%	-22%	0	7%	-14%	35%
CNC(=S)N1CC2CC(C1)c1cccc(=O)n1C2 (stereo not drawn)	-6%	8%	5%	-5%	22%	1	3%	-6%	11%
Cc1c(C(c2ccc(F)cc2)c2c(O)c3ccccc3oc2=O)c(=O)n(-c2ccccc2)n1C (stereo not drawn)	-21%&-1%	9%	-1%&2%	-7%&-1%	-22%[59 µM]	2&5	-7%&8%	-13%&-4%	21%&22%
O=C(O)Cn1cc(C=C2C(=O)NC(=O)NC2=O)c2ccccc21	-2%	4%	3%	11%	19%[2.33 µM]	-29	2%	-18%	40%
Cc1nnc2ccc(N3CCN(C)CC3)nn12	13%	-1%	8%	0%	?	-1	-7%	3%	12%
CC(=O)O[C@@]12CO[C@@H]1C[C@H](O)[C@@]1(C)C(=O)[C@H](O)C3=C(C)[C@@H](OC(=O)[C@H](O)[C@@H](NC(=O)c4ccccc4)c4ccccc4)C[C@@](O)([C@@H](OC(=O)c4ccccc4)C12)C3(C)C (stereo partly drawn)	-8%	2%	1%	0%	17%[12.7 µM]	2	-7%	-22%	17%
Cc1cc(C)nc(NS(=O)(=O)c2ccc(N=Cc3c(O)n(C)c(=O)n(C)c3=O)cc2)n1	-9%	-6%	-7%	?	10%[59 µM]	-6	17%	-20%	37%
CNCCc1ccc(OC)c(OC)c1	-7%	5%	3%	5%	?	4	0%	-1%	35%
CC(=O)N1N=C(c2cccnc2)OC1c1ccccc1Cl (stereo not drawn)	6%	i	-14%	-8%	.	1	3%	4%[57.1 µM]	34%
O=c1c2ccccc2nc(/C=C/c2ccc(F)cc2)n1-c1ccccc1O	-12%	i	-7%	?	8%	4	1%	-9%	19%
CC(C)CCC1(CCO)C(=O)NC(=S)NC1=O	.	-5%	-24%	-1%	.	-3	10%	-12%	24%
COc1cc2c(cc1OC)C(c1c(O)n(CCc3ccccc3)c(=S)[nH]c1=O)NCC2 (stereo not drawn)	?	0%	11%	?	?	0	25%	-25%	25%
COC(=O)C1=C(c2cccc(OC)c2OC)C[C@@H]2CC[C@H]1N2C	-1%	-4%	2%	2%	-1%[0.501 µM]	-4	12%	-10%	40%[activator]
CCN(CC)c1ccc(/C=N/c2sc3c(c2C#N)C2CCN3CC2)c(O)c1	?	1%	8%	?	?	-5	-9%	?	?
Cc1ccc(N)cc1C	.	-5%	-1%	-3%	.	0	-17%	-12%	19%
Cc1ccc(-n2c(/C=C/c3cccs3)nc3ccccc3c2=O)cc1C	-30%	.	5%	0%	-27%[59 µM]	0	-2%	-31%	3%
COc1cc2[nH]c(=O)n(CCCCCC(=O)N3CCN(c4cccc(C(F)(F)F)c4)CC3)c(=O)c2cc1OC	-13%	-1%	2%	-1%	-28%[59 µM]	-4	-2%	?	-2%
CCCN(CCC)C1Cc2cc(OC)c(OC)cc2C1	.	1%	10%	15%	20%[59 µM]	4&-4	11%	-36%	13%
CCN(CC)C(=O)c1c(C)[nH]c(=S)c(C#N)c1-c1ccco1	-34%	3%	?	17%	3.2µM*	-2	4%	7.9µM*	-17%
O=C(N1CCCCCC1)N1CC1	.	-1%	-1%	0%	.	2	5%	3%	11%
O=c1[nH]c(=S)[nH]c(O)c1N=Nc1ccc(OC(F)F)cc1	-18%	-1%	-5%	43%[activator]	-42%	-3	2%	-18%	35%
CC(C)CC1C(C#N)=C(N)Oc2c1c(=O)oc1ccccc21 (stereo not drawn)	-1%	-2%	?	4%	-70%	1	-1%	45µM*	3%
CCC(=NCc1ccc2c(c1)OCO2)c1c(O)n(C)c(=O)n(C)c1=O	4%	-10%	0%	-6%	?	0	8%	-6%[57.1 µM]	46%[activator]
c1cc2c(cc1[C@H]1OC[C@H]3[C@@H]1CO[C@@H]3c1ccc3c(c1)OCO3)OCO2	2%	i	-10%	1%	40%[59 µM]	7	-5%	-21%	18%
CCCCn1c(O)c(C=NC2CC3CCC2(C)C3(C)C)c(=O)[nH]c1=O (stereo not drawn)	13%	5%	6%	1%	-3%[59 µM]	4	-4%	-17%	5%
Fc1ccccc1-c1n[nH]c(=S)n1Cc1ccccc1	-3%	.	-7%	-5%	3.5µM*	-1	10%	22µM*	2%
